From PubChem
PfHsp40 yeast: rescue of yeast from PfHsp40 toxicity, primary screen, S. cerevisiae, ATP luminescence | S. cerevisiae expressing PfHsp40, growth rescue | growth rescue, % at 12.5 µM | actives 0.68% (n = 340,000); in the data active = growth rescue above about 28%, passing the limit was not always enough; inconclusive = no clear call, values can overlap the other calls;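 note: yeast W303a lacking pdr1 and pdr3 grown in galactose medium; growth measured after three days at 30 °C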
Mtb BioA inh: M. tuberculosis BioA enzyme inhibitors, primary screen, biochemical, plate reader, single point, HTS; actives 0.096% (n = 360,000); purified M. tuberculosis BioA enzyme; inhibition, % at 9.99 µM; AID 602481, 2012; 7,8-diaminopelargonic acid synthase BioA (Mycobacterium tuberculosis); in the data active = inhibition above about 40%; inconclusive = no clear call, values can overlap the other calls
FadD28 FP inh: inhibitors of FadD28 bisubstrate probe binding, primary screen, biochemical, fluorescence polarization, single point. AID 588549, 2011. inhibition, % at 12.5 µM. actives 0.22% (n = 360,000). Mycobacterium tuberculosis FadD28 fatty-acid-AMP ligase; in the data active = inhibition above about 8.5%, passing the limit was not always enough; inconclusive = no clear call, values can overlap the other calls
Mtb UGM inh: M. tuberculosis UGM enzyme inhibitors, primary screen, biochemical, fluorescence polarization, single point; inhibition, % at 10 µM; purified UGM, fluorescence polarization probe displacement; actives 0.06% (n = 320,000); in the data active = inhibition above about 10%, passing the limit was not always enough; inconclusive = no clear call, values can overlap the other calls
Y pestis TopoI: Yersinia pestis topoisomerase I inhibitors, primary screen, biochemical, cleavage product accumulation, plate reader, single point | DNA topoisomerase I (Yersinia pestis CO92) | Y. pestis Topo-I cleavage product accumulation | activity, % at 10 µM | actives 0.064% (n = 360,000); in the data active = activity above about 50%, passing the limit was not always enough; inconclusive = no clear call, values can overlap the other calls; note: inactives centre near 2
BH1578 lux ind: inducers of Vibrio cholerae quorum light production without autoinducers, primary screen, BH1578 luxS cqsA deficient, single point; V. cholerae BH1578 lux reporter, luminescence, 6 h; activation, % at 18.7 µM; actives 0.16% (n = 350,000); in the data active = activation mostly above about 9.7%, no sharp cut-off; inconclusive = no clear call, values can overlap the other calls; inactive = mostly below about 3.7%; note: not every result past the cut was called active; inactives centre near 0; reference of the scale not given here
TcdB GH inh: TcdB glycohydrolase inhibitors, primary screen, biochemical, single point, plate reader. AID 652162, 2013. inhibition, % at 9.99 µM. Toxin B (Clostridioides difficile), P18177. TcdB glycohydrolase enzymatic assay. actives 0.24% (n = 350,000); in the data active = inhibition above about 10%
Target sequence (P18177 whole entry, looked up): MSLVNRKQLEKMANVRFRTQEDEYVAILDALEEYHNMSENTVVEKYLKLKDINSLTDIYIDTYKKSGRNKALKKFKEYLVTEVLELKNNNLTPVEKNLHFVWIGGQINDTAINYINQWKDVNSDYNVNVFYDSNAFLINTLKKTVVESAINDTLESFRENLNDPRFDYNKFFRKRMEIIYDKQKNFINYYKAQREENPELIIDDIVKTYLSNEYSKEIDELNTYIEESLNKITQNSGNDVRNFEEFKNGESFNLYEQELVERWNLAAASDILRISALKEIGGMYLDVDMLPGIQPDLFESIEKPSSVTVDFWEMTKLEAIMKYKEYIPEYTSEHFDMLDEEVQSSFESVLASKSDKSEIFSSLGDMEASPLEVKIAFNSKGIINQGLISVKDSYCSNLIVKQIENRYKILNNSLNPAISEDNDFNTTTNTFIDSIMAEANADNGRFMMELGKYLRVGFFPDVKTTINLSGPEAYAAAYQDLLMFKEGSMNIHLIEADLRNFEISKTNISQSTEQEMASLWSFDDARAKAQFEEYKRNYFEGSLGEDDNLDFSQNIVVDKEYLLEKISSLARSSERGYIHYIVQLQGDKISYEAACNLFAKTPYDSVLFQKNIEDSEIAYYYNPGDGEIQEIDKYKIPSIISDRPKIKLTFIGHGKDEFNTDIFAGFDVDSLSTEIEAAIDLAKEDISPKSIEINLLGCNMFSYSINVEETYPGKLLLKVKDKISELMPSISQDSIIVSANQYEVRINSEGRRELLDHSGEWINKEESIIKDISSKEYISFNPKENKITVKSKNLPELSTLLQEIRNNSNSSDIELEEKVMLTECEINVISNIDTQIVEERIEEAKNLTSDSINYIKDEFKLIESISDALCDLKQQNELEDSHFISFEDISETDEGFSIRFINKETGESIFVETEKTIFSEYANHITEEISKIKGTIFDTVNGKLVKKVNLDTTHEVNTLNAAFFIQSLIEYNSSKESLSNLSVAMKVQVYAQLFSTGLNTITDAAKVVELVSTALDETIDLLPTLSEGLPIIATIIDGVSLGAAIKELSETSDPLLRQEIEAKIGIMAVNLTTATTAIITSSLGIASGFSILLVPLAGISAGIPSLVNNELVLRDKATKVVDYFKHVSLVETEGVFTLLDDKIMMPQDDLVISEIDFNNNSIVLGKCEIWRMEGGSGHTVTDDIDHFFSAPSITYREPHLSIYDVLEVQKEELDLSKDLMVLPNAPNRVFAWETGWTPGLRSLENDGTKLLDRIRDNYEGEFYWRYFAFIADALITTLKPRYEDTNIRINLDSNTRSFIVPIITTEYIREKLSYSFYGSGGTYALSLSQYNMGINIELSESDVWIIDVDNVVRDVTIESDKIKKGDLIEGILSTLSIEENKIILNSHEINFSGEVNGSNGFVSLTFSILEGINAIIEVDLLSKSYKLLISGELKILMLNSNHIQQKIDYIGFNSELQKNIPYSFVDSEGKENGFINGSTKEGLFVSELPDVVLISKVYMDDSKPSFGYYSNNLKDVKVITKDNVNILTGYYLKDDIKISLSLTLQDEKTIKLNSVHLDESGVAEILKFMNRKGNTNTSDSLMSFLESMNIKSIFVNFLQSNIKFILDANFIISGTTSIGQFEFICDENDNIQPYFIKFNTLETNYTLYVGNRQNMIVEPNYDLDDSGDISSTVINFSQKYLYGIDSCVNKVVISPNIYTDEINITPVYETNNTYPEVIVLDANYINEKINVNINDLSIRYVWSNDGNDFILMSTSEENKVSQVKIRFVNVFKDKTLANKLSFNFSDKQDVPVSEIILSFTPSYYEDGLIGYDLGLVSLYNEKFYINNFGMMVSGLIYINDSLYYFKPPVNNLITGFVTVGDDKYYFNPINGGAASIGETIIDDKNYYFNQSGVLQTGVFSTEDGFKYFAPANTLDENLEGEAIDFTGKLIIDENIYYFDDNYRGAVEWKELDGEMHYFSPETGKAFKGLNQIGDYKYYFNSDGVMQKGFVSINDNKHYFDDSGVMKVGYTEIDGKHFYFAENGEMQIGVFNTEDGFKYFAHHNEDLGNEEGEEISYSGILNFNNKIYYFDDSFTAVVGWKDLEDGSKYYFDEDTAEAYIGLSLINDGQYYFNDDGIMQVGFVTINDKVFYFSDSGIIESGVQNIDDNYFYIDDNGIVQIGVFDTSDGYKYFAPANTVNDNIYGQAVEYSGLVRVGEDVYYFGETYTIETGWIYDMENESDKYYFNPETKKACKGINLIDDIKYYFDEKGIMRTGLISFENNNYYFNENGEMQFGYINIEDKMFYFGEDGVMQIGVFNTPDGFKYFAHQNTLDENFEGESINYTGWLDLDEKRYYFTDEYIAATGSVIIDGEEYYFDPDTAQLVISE
GDH-TPI counter: GDH-TPI coupling enzyme inhibitors, primary screen, artefact control for M. tuberculosis FBA inhibitor project, biochemical, absorbance, full deck. inhibition, % at 4.8 µM. GDH-TPI coupled enzyme counterscreen, NADH absorbance. actives 1.2% (n = 360,000). AID 588335, 2011; in the data active = inhibition above about 30%;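 note: 0% = DMSO wells and 100% = wells lacking the enzyme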
FBA Mtb inh: Mtb FBA enzyme inhibitors, primary screen, biochemical, fluorescence, strain H37Rv; purified M. tuberculosis FBA, fluorescence read-out; inhibition, % at 1 µM; actives 2.3% (n = 360,000); in the data active = inhibition above about 27%;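 note: 0% = vehicle and 100% = reference inhibitor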
An asterisk follows results filed as active; i = inactive; u = inconclusive; x = not tested or not shown.

SMILES	PfHsp40 yeast	Mtb BioA inh	FadD28 FP inh	Mtb UGM inh	Y pestis TopoI	BH1578 lux ind	TcdB GH inh	GDH-TPI counter	FBA Mtb inh
COc1ccc(S(=O)(=O)N2CN(Cc3ccco3)c3nc4ccccc4nc32)cc1	-0.6	-1.3	0.3	0.5	11	-2.5	x	20	26
COc1cc2ccccc2cc1C(=O)Nc1ccc2oc(=O)ccc2c1	-1.5	2.4	0.1	3.0	9	-0.2	1.3	9	7
Cc1ccccc1NC1=C(Cl)C(=O)OC1OC(C)C (centres undefined)	0.2	0.2	-2.7	0.5	-3	i	x	-13	0
CCN(CC)C(=O)CN1C(=O)C2(OCC(C)(c3ccccc3)CO2)c2ccccc21 (centres undefined)	3.3	1.3	-0.2	1.6	2	-6.2	x	4	1
Cc1c(C2Nc3ccccc3C(=O)N2O)cnn1C (centres undefined)	-0.6	x	-5.3	2.0	3	-0.3	x	-10	0
O=C(COc1ccc2c3c(c(=O)oc2c1)CCCC3)NCCCN1CCOCC1	0.6	-0.3	-1.9	0.7	-6	-0.3	0.6	23	29*
CC(=O)N1N=C(c2cccs2)CC1c1ccc(Br)cc1 (centres undefined)	2.7	2.0	6.7	-1.3	-3	-8.3	0.5	-14	3
CSc1ncccc1C(=O)NCC1CCCCC1	1.2	2.5	-2.6	1.2	1	i	1.3	-9	2
CC(C)C/C(=N/O)c1c[nH]c2ccccc12	-0.7	1.5	-2.4	1.3	-3	-0.5	x	-6	1
CC(C)CN1C(=O)C(=O)N(CC(=O)Nc2cc(Cl)ccc2Oc2ccccc2)C1=O	6.0	x	-5.1	-4.1	-12	-1.0	-0.3	3	0
CN(C)c1ccc(/C=C/C(=O)c2ccc(O)cc2)cc1	1.6	x	0.0	x	-5	x	-5.6	16	-19
CN(C)S(=O)(=O)c1ccc(Cl)c(C(=O)Nc2nc3ccccc3[nH]2)c1	-0.9	-0.9	-0.4	-2.2	6	i	-2.2	4	4
CC1CCN(C(=O)c2[nH]cnc2C(=O)N[C@@H](C)c2ccccc2)CC1	-1.4	-1.7	1.2	-2.0	-1	i	0.5	5	-1
CC(C)c1nc(SCC(=O)Nc2c[nH]c(=O)[nH]c2=O)c2cnn(-c3ccccc3)c2n1	-0.6	x	-2.0	-1.5	14	i	-0.2	-1	0
CC(Nc1ccc(Br)cc1)C(=O)NC(=O)NC1CCCCC1 (centres undefined)	x	1.9	-1.0	x	6	-0.4	-5.7	0	-1
O=C(CCN1C(=O)C2C3C=CC(C3)C2C1=O)Oc1ccc2ccccc2c1 (centres undefined)	8.3	x	-2.4	0.7	14	5.7	1.1	-1	14
CCCc1cc(=O)oc2cc(C)cc(OC(C)C(=O)NCC3CCC(C(=O)O)CC3)c12 (centres undefined)	0.6	-1.1	-3.1	-1.4	5	-0.4	-0.5	-5	69*
O=C1C(=Cc2cn(-c3ccccc3)nc2-c2ccc(OCc3ccccc3F)cc2)SC(=S)N1CCS(=O)(=O)O	x	-3.5	1.5	x	-5	-0.7	0.7	5	0
O=C(Nc1cc(S(=O)(=O)N2CCCC2)ccc1OCC(F)(F)F)c1ccncc1	x	-0.6	0.0	x	-4	i	1.2	5	7
CC(NC(=O)Nc1ccc(F)cc1)c1ccc2c(c1)OCO2 (centres undefined)	-0.3	-0.6	-3.1	0.6	-9	1.7	0.1	1	-1
CC(C)(C)NC(=S)N/N=C\c1ccc(-c2ccc([N+](=O)[O-])cc2)o1	x	-0.8	-2.7	0.8	-17	-0.7	0.9	-2	-4
C#CCn1c(=NC(=O)c2cccs2)sc2cccc(OCC)c21	0.6	-1.5	0.0	-4.2	9	i	3.1	21	1
CCC(C)(NC(=O)c1ccccn1)C(=O)NC1CCCCC1 (centres undefined)	0.8	-0.5	-1.5	-3.1	2	-0.4	x	-7	4
Cc1ccc(C(=O)N/N=C\c2cc3c(cc2Br)OCO3)s1	-0.2	x	-2.3	0.0	1	i	x	17	1
Cn1c(=O)[nH]c(=O)c2[nH]c(CN3CCN(Cc4ccccc4)CC3)nc21	0.4	-0.5	-2.1	-4.4	-3	-0.2	2.1	-4	-1
Next results follow:
SMILES	PfHsp40 yeast	Mtb BioA inh	FadD28 FP inh	Mtb UGM inh	Y pestis TopoI	BH1578 lux ind	TcdB GH inh	GDH-TPI counter	FBA Mtb inh
COC(=O)N/N=C/c1ccc(/C=N/NC(=O)OC)cc1	0.1	x	-3.7	0.2	-10	-0.2	1.0	19	-4
COCC(C)n1c(SCC(=O)N2CCOCC2)nc2ccccc2c1=O (centres undefined)	-0.3	4.3	-2.2	0.9	0	i	-0.2	-5	5
CCOc1ccc(CCNS(=O)(=O)c2c(C)nc3sccn3c2=O)cc1OCC	x	1.1	-0.6	x	-3	-0.4	1.0	16	1
Cc1ccc(SCc2cn3c(C)cc(C)nc3n2)cc1	1.2	x	0.3	2.1	-7	0.3	0.9	-1	5
O=c1[nH]cnc2scc(-c3ccccc3)c12	0.1	x	-0.8	-2.5	3	i	x	12	4
COc1ccc(C2=C(C=C(C#N)C#N)C(c3ccccc3C)c3ccccc3O2)cc1OC (centres undefined)	-0.2	x	0.1	1.7	1	i	0.4	5	0
CCOc1ccc(NC(=O)C(c2ccccn2)N(C(=O)CCl)c2ccc(OCC)cc2)cc1 (centres undefined)	-0.5	x	-2.5	-1.2	14	-0.2	x	4	1
CCCCN(C(C)=O)C1CC(=O)N(c2ccc(OCCC)cc2)C1=O (centres undefined)	-0.9	-0.5	-3.4	3.9	4	-0.6	0.4	-8	-2
Clc1ccccc1-c1cnc2sc(NCc3ccc4c(c3)OCO4)nn12	x	0.9	-1.5	x	-6	-0.3	0.3	-6	-1
COc1cccc(C(c2nnnn2CCc2ccccc2)N2CCN(c3ccccc3)CC2)c1OC (centres undefined)	2.1	2.7	-3.6	2.6	10	-5.0	x	-4	3
Cc1cc(C)n(CC(=O)N/N=C/c2cc([N+](=O)[O-])ccc2O)n1	0.6	x	-2.6	6.7	-5	-0.3	-5.2	19	-7
CN1CCN(C(=O)CSc2nnc(COc3ccccc3)o2)CC1	-1.0	-2.4	-1.6	-0.5	-8	i	0.6	-4	0
COc1ccc(NS(=O)(=O)c2cccc(C(=O)NN=C(C)c3ccco3)c2)cc1	-1.4	-0.9	-4.2	1.7	6	1.0	1.7	4	-2
COc1ccc(NC(=O)c2ccc(OCc3c(C)noc3C)c(OC)c2)cn1	1.3	x	-2.6	1.8	2	-0.6	1.5	9	0
CCCCNC(=O)C1(C)CCCCN1C(=O)c1ccc(C)c(F)c1 (centres undefined)	x	-0.6	-1.3	x	2	-0.7	-3.0	-3	-1
Cc1csc(NC(=O)CSc2nnc(C)c(=O)n2N)n1	1.6	0.2	-3.9	0.8	2	-0.3	1.3	2	0
CCC(c1nnc(SCC(=O)NNC(=O)c2ccccc2)n1Cc1ccccc1)N(C)C (centres undefined)	-0.5	1.8	0.5	-2.4	-2	i	1.3	7	1
C=CC[C@@H](CC(=O)NCCO)C(=O)NCCOC(=O)[C@@H](CC=C)Cc1ccc(F)cc1	-1.6	0.6	0.9	1.8	5	i	1.2	8	-2
CN(C)/C=C/C(=O)c1ccc(Cl)cc1	-0.2	-0.1	1.3	-1.7	6	-0.3	x	48*	2
O=C(COC(=O)C1CCC(=O)N1)Nc1ccccc1OC(F)F (centres undefined)	-0.1	-0.5	-3.7	1.1	3	-0.8	-0.2	-2	-1
C=CCn1c(COc2cccc(C)c2)nnc1SCC(=O)NC(=O)NCc1ccco1	-0.7	-1.4	-1.5	2.4	23	-1.5	1.3	-2	-3
Cc1csc2c(=O)sc(NC(=O)c3ccco3)nc12	-0.9	-1.7	0.6	-0.7	0	-0.1	-1.0	11	6
COc1cc2c(cc1OC)C1(Nc3c-2c(-c2ccccc2)nn3-c2ccccc2)C(=O)Nc2ccccc21 (centres undefined)	-1.7	-0.8	-0.7	0.8	-2	i	x	13	4
O=c1c2[nH]cnc2n(-c2ccccc2)c(=O)n1Cc1ccccc1	1.0	-3.0	-1.4	-1.9	1	-0.5	0.0	-1	2
Cc1cc(C)c(C#N)c(OCC(=O)c2ccc(Br)cc2)n1	-1.2	-0.9	-4.0	0.1	12	-2.0	x	12	-1

Gathered by group, those above with a furan ring, fused or not.
SMILES	PfHsp40 yeast	Mtb BioA inh	FadD28 FP inh	Mtb UGM inh	Y pestis TopoI	BH1578 lux ind	TcdB GH inh	GDH-TPI counter	FBA Mtb inh
COc1ccc(S(=O)(=O)N2CN(Cc3ccco3)c3nc4ccccc4nc32)cc1	-0.6	-1.3	0.3	0.5	11	-2.5	x	20	26
CC(C)(C)NC(=S)N/N=C\c1ccc(-c2ccc([N+](=O)[O-])cc2)o1	x	-0.8	-2.7	0.8	-17	-0.7	0.9	-2	-4
COc1ccc(NS(=O)(=O)c2cccc(C(=O)NN=C(C)c3ccco3)c2)cc1	-1.4	-0.9	-4.2	1.7	6	1.0	1.7	4	-2
C=CCn1c(COc2cccc(C)c2)nnc1SCC(=O)NC(=O)NCc1ccco1	-0.7	-1.4	-1.5	2.4	23	-1.5	1.3	-2	-3
Cc1csc2c(=O)sc(NC(=O)c3ccco3)nc12	-0.9	-1.7	0.6	-0.7	0	-0.1	-1.0	11	6

Ordered by count of non-hydrogen atoms (falling): some entries from above
SMILES	PfHsp40 yeast	Mtb BioA inh	FadD28 FP inh	Mtb UGM inh	Y pestis TopoI	BH1578 lux ind	TcdB GH inh	GDH-TPI counter	FBA Mtb inh
Clc1ccccc1-c1cnc2sc(NCc3ccc4c(c3)OCO4)nn12	x	0.9	-1.5	x	-6	-0.3	0.3	-6	-1
Cc1cc(C)n(CC(=O)N/N=C/c2cc([N+](=O)[O-])ccc2O)n1	0.6	x	-2.6	6.7	-5	-0.3	-5.2	19	-7
O=c1[nH]cnc2scc(-c3ccccc3)c12	0.1	x	-0.8	-2.5	3	i	x	12	4

Remaining list, next part:
SMILES	PfHsp40 yeast	Mtb BioA inh	FadD28 FP inh	Mtb UGM inh	Y pestis TopoI	BH1578 lux ind	TcdB GH inh	GDH-TPI counter	FBA Mtb inh
COc1cc(OC)cc(-c2c(-c3ccc(F)cc3)c3cc(-c4cnc(OC)nc4)ccc3n2C)c1	-0.9	-1.8	-0.5	-0.3	-3	4.0	x	0	2
Cc1cccc(CN2CCN(CC(=O)NCCCN3CCCC3=O)C2=O)c1	-1.0	-0.9	-0.9	x	-3	-1.0	x	4	1
CC1CCCC(NC(=O)CSc2nccn2C)C1C (centres undefined)	-0.6	-0.1	-3.6	0.2	0	-0.2	x	-8	-2
Cc1ccc(-c2c(C)sc(=NC(=O)c3ccco3)n2C)cc1	-1.0	x	0.5	-1.3	6	i	x	30	0
COCCSc1nnc(NC(=O)C2CC(=O)N(c3ccc(C)cc3)C2)s1 (centres undefined)	-1.2	x	-0.5	3.1	7	i	0.7	2	7
COc1ccc(Oc2cc(Cl)nc(N)n2)cc1	-0.4	x	-1.5	-0.3	1	i	0.5	-1	0
CCN(C(=O)CSc1nnc(-c2ccc(OC(F)F)cc2)n1N)C1CCS(=O)(=O)C1 (centres undefined)	0.2	-0.3	-0.4	-2.0	3	-1.1	2.1	4	4
O=c1[nH]c(=O)n(Cc2ccc(F)cc2)c(O)c1C=NCCCN1CCOCC1	-0.6	-1.8	-0.8	-3.3	-1	-0.2	x	5	4
COc1ccc(-c2csc(NC(=O)c3cccs3)c2C(=O)O)cc1OC	0.1	x	-1.6	2.4	-5	-1.4	1.5	10	3
COc1ccc2sc(-c3ccc(S(C)(=O)=O)cc3)c(-c3ccc(C(N)=O)cc3)c2c1	0.0	-0.7	-3.5	-3.8	u	i	1.2	-8	5
